# ALOX15B inhib – blocks human 15-lipoxygenase 2 activity. O15296. purified 15hLO-2, xylenol orange hydroperoxide absorbance. Potency, µM (titrated, usually from 57.1 µM), for inactives: top-dose activity change, negative = inhibition, usual class: inhibitors. hit rate 0.56% among 110,000. AID 881; further: potency means the concentration at half of the fitted maximal effect; nearly all actives have a fitted effect of over 60% in size; many of its hits are not listed in these tables
# Target sequence (O15296 whole entry, looked up): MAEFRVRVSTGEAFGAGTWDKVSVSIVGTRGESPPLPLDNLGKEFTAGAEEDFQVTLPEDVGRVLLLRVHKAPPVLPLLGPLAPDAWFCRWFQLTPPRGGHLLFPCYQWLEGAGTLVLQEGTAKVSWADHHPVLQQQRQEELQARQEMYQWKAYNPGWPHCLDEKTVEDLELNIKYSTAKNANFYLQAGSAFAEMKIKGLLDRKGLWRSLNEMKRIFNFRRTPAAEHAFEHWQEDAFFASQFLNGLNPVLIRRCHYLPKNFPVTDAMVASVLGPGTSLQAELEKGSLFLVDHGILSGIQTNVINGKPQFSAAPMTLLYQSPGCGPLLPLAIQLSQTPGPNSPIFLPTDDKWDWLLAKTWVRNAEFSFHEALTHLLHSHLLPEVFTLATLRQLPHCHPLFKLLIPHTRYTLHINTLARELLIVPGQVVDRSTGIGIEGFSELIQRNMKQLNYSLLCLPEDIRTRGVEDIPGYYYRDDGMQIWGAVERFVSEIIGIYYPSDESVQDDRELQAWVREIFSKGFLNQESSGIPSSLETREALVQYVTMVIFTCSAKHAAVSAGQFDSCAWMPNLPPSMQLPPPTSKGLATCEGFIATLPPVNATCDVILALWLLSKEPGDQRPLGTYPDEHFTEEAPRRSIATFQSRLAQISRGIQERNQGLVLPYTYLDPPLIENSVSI
#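 Purified human 15hLO-2 (50 nM final) preincubated with compounds 15 min at room temperature in 25 mM Hepes pH 7.5, 0.01% Triton X-100, then 45 uM arachidonic acid added for 90 min; hydroperoxide detected via ferrous/xylenol orange, 573/405 nm absorbance ratio.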
# IMPase cell inh – cell-permeable inhibitors of inositol monophosphatase (IMPase). P97697. CHO-M1 cells, IP1 accumulation, HTRF TR-FRET ratio. inhibition (IP1 accumulation), % at 46.1 µM. 120,000 tested, under 10 active; active means well fitted curve in the direction sought with a large enough effect in the signal ratio, not every such curve was filed as active; inconclusive means small, poorly fitted or top-dose-only effect, or a change in a side signal; inactive means no such curve, though single readings can be large or run the other way; the % refers to the signal ratio;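 further: cells stimulated with carbachol in lithium chloride buffer; plate controls were DMSO basal wells for no effect and reference inhibitor wells for full effect; higher means more IMPase inhibition seen as more IP1 and lower FRET ratio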
# Target sequence (P97697 whole entry, looked up): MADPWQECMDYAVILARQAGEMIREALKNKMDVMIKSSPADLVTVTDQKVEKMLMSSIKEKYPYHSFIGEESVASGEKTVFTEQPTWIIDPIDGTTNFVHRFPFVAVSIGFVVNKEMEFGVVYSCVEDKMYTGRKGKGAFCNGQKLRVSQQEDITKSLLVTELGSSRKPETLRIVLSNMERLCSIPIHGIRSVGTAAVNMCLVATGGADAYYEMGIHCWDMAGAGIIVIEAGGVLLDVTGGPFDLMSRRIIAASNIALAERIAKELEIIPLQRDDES
#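 In this qHTS, compounds (final up to 46 uM) act on CHO-M1 cells that are then activated through the M1 receptor with carbachol, in pH 7.4 buffer containing 50 mM LiCl, for 30 min. IP1 accumulation is quantified by the IP-One immunoassay.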
# PNC inhibitor – inhibitors of perinucleolar compartment assembly; activity change (PNC), negative = inhibition, % at 10 µM; hit rate 3.1% among 140,000; AID 2417; PC3M PTB-GFP, PNC prevalence imaging, 16 h; stronger effect = lower value;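 active means readout at or below -70, meaning at least 70% loss of cells showing the perinucleolar compartment, a nuclear body marking cancer cells; inconclusive means readout between -30 and a set limit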;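 further: plate controls were DMSO wells for no effect and camptothecin positive control wells for full effect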
#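 Read-out is percentage of cells bearing a perinucleolar compartment, from automated 20x imaging of fixed, Hoechst-stained PC3M PTB-GFP cells. Cells were seeded 4 h, then exposed 16 h to compound (23 nl of library stock) in duplicate plates.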
# 12-hLO inh – blocks human 12-lipoxygenase activity | AID 1452 | hit rate 0.12% among 150,000 | P18054 | Potency, µM (highest dose often 57.1 µM), without a hit: at the highest dose activity change, negative = inhibition, hits mostly inhibitors | purified 12-hLO, xylenol orange hydroperoxide absorbance; further: potency means the concentration at half of the fitted maximal effect; nearly all actives have a fitted effect of over 55% in size; many of its hits are not listed in these tables
#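 150 nM 12hLO, 25 mM Hepes pH 7.0 + 0.01% Triton X-100; cpd preinc 15 min RT; 40 uM arachidonic acid, 30 min RT; Fe-XO 30 min; A573/A405 ratio as read-out.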
# The depositor's hits bear a star; u = inconclusive; x = not tested or not shown; & = joins results of further samples; [ ] = dose if it differs, or a comment. Unless noted, the call rests on the fitted dose curve; in most records, active means well fitted curve in the direction sought with a large enough effect; inconclusive means small, poorly fitted or top-dose-only effect, or another doubt; inactive means no such curve, though single readings can be large; an effect the other way counts as inactive or inconclusive. Unless noted, on the % scale 0 is the no-effect control and ±100 the full control effect. The list is partial. The share of hits here may be higher or lower than overall.
Molecule,ALOX15B inhib,12-hLO inh,IMPase cell inh,PNC inhibitor
Cc1cc(Cl)ccc1OCCCC(=O)NCc1cccs1,x,-2.5%,x,24.3
O=C(NCP(=O)(O)O)c1cccnc1,-8.1%[11.4 µM],-3.6%[11.4 µM],x,x
Nc1ccccc1Cl,-4.8%,-5.4%,x,x
OC1/C(=C/c2ccc(F)cc2)N2CCC1CC2 (stereo not given),x,0.6%,x,-21.9
CC(=O)CC1CCCCN1 (stereo not given),0.9%,-1.2%,x,x
C(=NC1CCCCC1)=NC1CCCCC1,-5.6%,-1.1%,x,x
Cc1ncc(CN2CC=C(c3ccccc3)CC2)c(N)n1,47.3%[activator],7.4%,x,x
O=C(C1CC(=O)N(C2CCCCCCC2)C1)N1CCC2(CC1)OCCO2 (stereo not given),14.0%,-4.2%,2.5,u
CS(=O)(=O)N1CCCC(C(=O)N2CCC3(CC2)OCCO3)C1 (stereo not given),-1.2%,2.9%,3.9,54.2
CC(=O)Nc1ccccc1OP1(=O)COc2ccccc2OC1,-7.6%,2.1%,u,u
NNC(=O)c1ccc(O)cc1,-4.5%,4.5%,3.1,x
Cc1nn(Cc2ccccc2Cl)c(C)c1C(=O)OCC(=O)N1CC(C)OC(C)C1 (stereo not given),x,-1.0%,2.2,-17.1
CN(CC(=O)Nc1ccccc1-c1ccccc1)C1CCCCC1,x,4.3%,6.6,u
Cc1c(C=O)c2ccccc2n1Cc1cccc(F)c1,x,-2.6%,x,u
C[C@@H]1[C@@H](C)N1C[C@H](O)Cn1ccnc1[N+](=O)[O-] (stereo not given in full),-4.9%[11.4 µM],-2.7%[11.4 µM],x,x
O=c1[nH]c(=O)n(Cc2ccco2)c(O)c1C=NCCN1CCOCC1,-0.4%,-1.6%,-1.8,15.4
c1ccc(CCCCN2CCC(c3ccccc3)CC2)cc1,51.9%[activator],-12.3%,2.3,x
COc1ccc2c(c1)c(CCN1CCOCC1)c(C)n2C(=O)c1cccc(Cl)c1Cl,-2.6%,-6.6%,x,x
CCOC(=O)N(CC)c1ccc(C(O)(C(=O)OCC)C(F)(F)F)cc1 (stereo not given),5.1%,-3.0%,8.7,8.5
Cc1c(C(c2ccc(O)cc2)c2c(O)c3ccccc3oc2=O)c(=O)n(-c2ccccc2)n1C (stereo not given),x,-1.5%,x,-27.4
COc1cc(NC(=O)CN2C3CCC2CC(O)(c2cccnc2)C3)cc(OC)c1 (stereo not given),13.9%,-9.6%,1.0,17.8
c1nc[nH]n1,-12.7%,0.2%,x,x
Oc1ccc(Br)cc1CN1CCN(c2ccccc2)CC1,16.0%,-3.1%,-16.1,4.9
CCCCn1c(-c2nn(C)cc2Cl)n[nH]c1=S,u,6.5%,6.2,-22.4
COC(=O)C(O)(c1ccc(N(C)C(=O)OC(C)C)cc1)C(F)(F)F (stereo not given),1.5%,-2.5%,1.6,12.1
CN(C)c1ccc(/C=C2/C(=O)NC(=O)N(CCc3ccc(F)cc3)C2=O)cc1,x,-15.1%,x,-20.5
CC[C@H]1CN2CCc3cc(OC)c(OC)cc3[C@H]2C[C@@H]1C[C@@H]1NCCc2cc(OC)c(OC)cc21,59.1%[activator][0.0915 µM],-2.9%[0.00818 µM],x,x
CCOc1ccc(NC(=O)c2c(C)nn(Cc3ccccc3)c2Cl)cc1,x,-4.7%,-2.2,11.9
COc1cccc(-n2c(-c3ccoc3)nc3ccccc3c2=O)c1,-0.1%,-1.6%,-5.9,u
CCN(CC)CCO[C@H]1CC[C@@]2(C)C(=CC[C@@H]3[C@H]2CC[C@]2(C)C(=O)CC[C@H]32)C1,36.9%[activator],13.8%,8.2,x
CC(=O)Nc1ccc(OC(=O)N(C)C)cc1,1.1%,-1.4%,2.8,42.5
CC1CN=C(Nc2cccc3ccccc23)S1 (stereo not given),32.7%[activator],-4.5%,-2.4,18.5
C[C@]12[C@H](O)CC3C(CC[C@@H]4C[C@@H](O)CC[C@]34C)[C@@]1(O)CC[C@@H]2C1=CC(=O)OC1 (stereo not given in full),-0.7%,-2.2%,2.9,x
CCCC(C)C1(CC)C(=O)NC(=S)NC1=O (stereo not given),-15.0%[0.0915 µM],0.5%[0.00818 µM],x,x
CCC(C)C(=O)OC1C(O)C2C(CN3CC(C)CCC3[C@]2(C)O)C2C[C@]34O[C@@]5(O)C(OC(=O)C(C)(O)C(C)O)CCC3(C)C5C(OC(C)=O)C(OC(C)=O)C4[C@@]21O (stereo not given in full),8.3%,-0.8%,x,x
O=C(Nc1ccc(Cl)cc1C(=O)c1ccccc1Cl)c1ccco1,7.6%,5.2%,-2.2,85.5
C[C@@]12CC(c3ccoc3)OC(=O)C1CC[C@@]1(C)C2C2C=C[C@@]1(O)C(=O)O2 (stereo not given in full),7.6%,-1.4%,x,x
CC(C)(Cl)[N+](=O)[O-],5.1%,0.1%,x,x
CCCCCCOc1ccc(CN2CCN(C)CC2)cc1,10.8%[2.29 µM],11.2%,0.7,u
N#CCc1ccccc1,-0.7%,0.3%,x,x
CNC(=O)Oc1cccc(-c2cn3cc(OC(=O)NC)ccc3n2)c1,x,3.1%,x,-6.9
O=C(O)C1CN(CP(=O)(O)O)CCN1 (stereo not given),-5.8%[0.0915 µM],2.2%[0.00818 µM],x,x
O=C1CCCC2C3CC(CN12)C1CCCCN1C3 (stereo not given),1.0%,8.0%,x,x
CCCN1CCC2(CC1)NC(CO)(CO)CO2,x,5.7%,6.4,48.4
O[C@H]1C2CCC1C(N1CCCCC1)CC2 (stereo not given in full),-1.0%,0.9%,-0.3,u
CCN1CCN(Cc2cc(Br)cc(OC)c2O)CC1,3.3%[2.29 µM],12.6%,9.4,12.7
COc1ccc(C(CN(C)C)C2(O)CCCCC2)cc1 (stereo not given),10.5%,-2.5%,x,x
NC[C@@H](O)CSP(=O)(O)O,0.1%[11.4 µM],9.1%[11.4 µM],x,x
CN1CCN(Cc2ccccc2C(F)(F)F)CC1,11.7%,-1.2%,19.2,-4.9
CC(=O)N1CC2CC(C1)c1cccc(=O)n1C2 (stereo not given),-5.5%,-1.8%,3.2,x
CCCCn1c(O)c(C=NC2CC3CCC2(C)C3(C)C)c(=O)[nH]c1=O (stereo not given),-5.1%[11.4 µM],-5.6%,-9.8[1.84 µM],-4.4
COc1ccc(C2SCC(=O)Nc3c2c(C)nn3C2CCOC(C)(C)C2)cc1OC (stereo not given),0.6%,-1.7%,8.4,51.3
COc1cc2c(c(OC)c1OC)-c1ccc(O)c(=O)cc1C(NC(C)=O)CC2 (stereo not given),1.7%,-20.6%,x,x
Cn1c(O)c(/C=N/c2ncccn2)c(=O)n(C)c1=O,-9.0%,-3.9%,-4.2,5.5
ClC1=CCC2CN(CCN3CCCCC3)CC2C1 (stereo not given),12.2%,1.6%,10.9,15.2
CCN(N=O)C(N)=O,-0.9%,0.2%,x,x
Cc1noc(C)c1C(=O)N1CCC2(CCCN(CC(C)C)C2)CC1,5.0%,-1.2%,x,x
C[C@]12C=CC(=O)C=C1CC[C@@H]1C2CC[C@]2(C)OC(=O)CCC12 (stereo not given in full),2.7%[0.0915 µM],-2.6%[0.00818 µM],x,x
C#CCOC(=O)C1=CCCN(C)C1,15.7%&2.7%,0.6%&-4.9%,2.0&10.6,x
COc1ccccc1N1C(=O)NC(=O)/C(=C/c2ccc3c(c2)Cc2ccccc2-3)C1=O,x,-7.5%,x,13.8

# (more compounds)
Molecule,ALOX15B inhib,12-hLO inh,IMPase cell inh,PNC inhibitor
CC(C)[C@]1(O)[C@@H](OC(=O)c2ccc[nH]2)[C@@]2(O)[C@@]3(C)C[C@]4(O)O[C@@]5([C@H](O)[C@@H](C)CC[C@]35O)[C@@]2(O)C41C,-9.8%[0.0915 µM],0.1%[0.00818 µM],x,x
COCCNC(=O)c1c(N)n(Cc2ccco2)c2nc3ccccc3nc12,-15.6%,-20.0%,3.7,u
Cc1cc(C)nc(NC2=NCCS2)n1,3.8%,5.4%,0.2,-9.1
CCCCn1c(O)c(C(C)=NC(C)c2ccccc2)c(=O)[nH]c1=O (stereo not given),-9.4%,-4.7%,5.1,-22.9
COC(=O)C(O)(c1ccc(NC(=S)NC(=O)c2ccc(Cl)cc2Cl)cc1)C(F)(F)F (stereo not given),x,-21.6%,x,-20.8
COC1=CC(=O)OC(CCc2ccc3c(c2)OCO3)C1 (stereo not given),5.6%,-4.9%,x,x
NC[C@H](O)c1ccc(O)cc1,-1.0%[25.6 µM],-2.0%[25.6 µM],-4.1[20.6 µM],x
C=CCC1(CN2CCCC2=O)C(=O)NC(=O)NC1=O,-8.3%,-1.2%,-10.4,u
CN1C[C@H](CNC(=O)OCc2ccccc2)C[C@H]2c3cccc4c3c(cn4C)C[C@@H]21,24.7%,-2.5%,9.0,x
NC(=O)CN1C2CCC1CC(NC(=O)C1CC1)C2 (stereo not given),0.9%,-3.3%,2.9,19.2
COC(=O)CC1NC2CCCCC2NC1=O (stereo not given),-3.6%,-4.3%,-0.8,29.5
O=P(O)(O)c1ccccc1 (tested in a mixture with another compound),-1.5%[11.4 µM],0.8%[11.4 µM],x,x
Cc1cc(-c2ccc(N)c(C)c2)ccc1N,u,-5.1%,x,x
Cc1ccc(-n2nc(C)c(C3C(C#N)=C(N)Oc4c3c(=O)oc3ccccc43)c2Cl)cc1 (stereo not given),-3.7%,-8.4%,-6.3,7.9
O=C(Cc1ccccc1)N1CCN(Cc2cccnc2)CC1,-15.5%,-8.4%,-5.3,-23.5
c1ccc2c3c([nH]c2c1)CNCC3,x,-0.5%,x,u
COC(=O)C1C2c3ccccc3OC1(C)N=c1s/c(=C/c3cn(C)nc3C)c(=O)n12 (stereo not given),4.6%,-10.7%,10.3,-28.6
OC[C@@H]1CCCN2CCCC[C@@H]12,3.9%,-0.2%,-2.8,x
COc1ccc(C[C@@H]2NC[C@H](O)[C@@H]2OC(C)=O)cc1,7.0%[25.6 µM],2.5%[25.6 µM],4.0[20.6 µM],x
CCC(=NCc1ccc2c(c1)OCO2)c1c(O)n(C)c(=O)n(C)c1=O,-7.6%,-16.7%,14.6,u
CN(C)c1ccc(/C=C2\CCCN=C2c2cccnc2)cc1,-1.9%,0.2%,x,x
CCN1CCN(C(=O)COc2ccc3c(c2)C(=O)CC2(CCN(C(C)=O)CC2)O3)CC1,3.8%,2.6%,-0.8,-9.5
CCC(C)N1C(=O)/C(=C\c2ccc(N3CCCCCC3)cc2)C(=O)NC1=S (stereo not given),x,-7.7%,x,-11.6
C=CCN1C(=O)/C(=C/c2cc(C)n(-c3ccccn3)c2C)C(=O)NC1=S,x,-0.2%,x,-16.9
CCOC(=O)c1c(C)c(C(=O)N2CCC3(CC2)OCCO3)c(C)n1CC,-1.3%,6.3%,-2.0,-25.1
CCCCCCOC(=O)c1ccccc1N,1.4%,-0.6%,4.9,u
CC1SC2(CN3CCC2CC3)NC1=O (stereo not given),-2.1%,-8.1%,13.3,8.4
CN(C)C(=O)Oc1ccc(-c2cn3cc(Cl)ccc3n2)cc1,x,1.2%,x,u
Cc1cc(C)c(NC2=NCCCS2)c(C)c1,x,-6.6%,16.6,64.1
CCOC(=O)CC1=C(C(=O)OCC)C2(C(=O)N1)C(C(=O)OC)=C(N)Oc1ccccc12 (stereo not given),-1.8%,5.8%,8.9,9.8
CN1CCN(c2ccccc2N)CC1,9.7%,1.5%,3.1,13.5
C=CCN1C[C@H](C)N([C@H](c2ccc(C(=O)N(CC)CC)cc2)c2cccc(OC)c2)C[C@H]1C,24.6%,-5.9%,6.2,x
